# Bioassay records deposited in PubChem by NMMLSC.
# CR mimetic SO = caloric restriction mimetics inhibiting age-related superoxide in yeast. S. cerevisiae aged cells, superoxide DHE fluorescence; active compounds read low. superoxide response (% of plate mean), % at 10 µM. 330,000 compounds, 0.18% hits. AID 2690;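 active = superoxide response under a set limit, about three screen SD below normal, cut at about 65% in these data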;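 note: yeast aged for seven days with compound at 30 °C before DHE staining; 100% = average MFI of all compound-treated wells on the plate with controls excluded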
# Efflux pump inh = inhibitors of Candida antifungal efflux pumps expressed in yeast; S. cerevisiae Candida pump triplex, Nile Red efflux; inhibition, % at 10 µM; 330,000 compounds, 0.44% hits; AID 485275;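 active = plate passing quality check with inhibition over a set limit, or well fluorescence over plate mean plus 4 SD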;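 note: Nile Red retained in pooled yeast measured as flow cytometry median fluorescence; 0% = buffer negative control and 100% = Enniatin B positive control; higher means more Nile Red kept so more efflux inhibition; some compounds called inactive have numbers as strong as hits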
# * = called active by the depositor. Some of the compounds tested, so the mix of outcomes need not match the whole.
SMILES,CR mimetic SO,Efflux pump inh
COc1ccc(CNC(=O)Nc2cccc(Cl)c2)cc1,101,0.0
COC(=O)NN=C1CCC(c2ccccc2)CC1 (stereo not drawn),88,0.1
NC(=O)NC[C@@H]1CC[C@@H](Cc2ccc(-c3ccccc3)cc2)O1,108,-0.2
COc1cc(=O)oc(CCC(C)O)c1C (stereo not drawn),86,0.2
CN(C)C(=O)CCc1ccc2c3c([nH]c2c1)[C@]1(C)[C@@H](C(=O)N2CCCCC2)C[C@H](CC(=O)NCc2cccc(C(F)(F)F)c2)C(=O)N1CC3,102,0.3
Cn1cc(Br)c(C(=O)N/N=C/c2cc3ccccc3nc2Cl)n1,88,0.1
CC(C)[C@@H](N)C(=O)NC[C@H]1O[C@@H](n2cnc3c(N)ncnc32)[C@H](O)[C@@H]1O,103,0.2
CCOC(=O)C1=CN(Cc2ccc(Br)cc2)S(=O)(=O)N(C)C1C (stereo not drawn),105,-0.2
CCN(CC)C(=O)[C@H]1C[C@H](CC(=O)NC/C=C(\C)CCC=C(C)C)C(=O)N2CCc3c([nH]c4ccc(Cl)cc34)[C@]12C,96,0.5
COc1ccc2[nH]c3c(c2c1)CCN1C(=O)C(CC(=O)NCCN2CCOCC2)C[C@H](C(=O)N2CCCCC2)[C@@]31CCc1ccccc1 (stereo partly drawn),106,0.8
COc1cc(OC)c2c(c1)OC(=O)CC2c1ccc2c(c1)OCO2 (stereo not drawn),96,0.0
C=CCN1C(=O)[C@H]2CCC=C[C@H]2[C@@H]1c1cccc(C)c1,110,-0.3
CN(C)CCCNC(=O)C[C@H]1C[C@H](C(=O)N2CCOCC2)[C@@]2(C)c3[nH]c4ccc(Cl)cc4c3CCN2C1=O,103,-0.3
COC(=O)[C@H](C)N(Cc1ccc(Cl)c(Cl)c1)S(=O)(=O)CCN1CCN(c2ccccc2)CC1,89,-0.2
CCC(C)C1/C=C\CC(NC(=O)OCC2c3ccccc3-c3ccccc32)CC(=O)N1Cc1ccccc1 (stereo not drawn),94,-0.1
CN1CC(COCc2ccccc2)Oc2ccccc2S1(=O)=O (stereo not drawn),102,-0.1
O=C1c2ccccc2[C@@H]2C[C@@H](O)[C@H](Nc3cccc4ccccc34)CCN12,102,0.0
C[C@@H]1C(=O)N(c2ccccc2)[C@@H]1c1ccncc1,99,-0.3
CSc1ccccc1NC(=O)Nc1cccc2ccccc12,68,0.0
O=S(=O)(NCCc1ccccc1)c1ccc(F)cc1Br,94,-0.3
COc1ccc2[nH]c3c(c2c1)CCN1C(=O)C(CC(=O)NCCc2ccccn2)C[C@H](C(=O)N2CCCCC2)[C@@]31CCc1ccccc1 (stereo partly drawn),101,0.3
CCOC(=O)C1=CN(Cc2ccco2)S(=O)(=O)N(CC)C1c1cccc(OC)c1 (stereo not drawn),106,0.1
Cc1cn([C@H]2C[C@H](O)[C@@H](CCC(=O)NCCN3CCCCC3)O2)c(=O)[nH]c1=O,100,-0.2
COCCCNC(=O)C[C@H]1C[C@H](C(=O)N2CCCCC2)[C@@]2(CCc3ccccc3)c3[nH]c4cc(CCC(=O)N(C)C)ccc4c3CCN2C1=O,113,0.9
O=C1OCCN1C(=O)[C@H]1[C@H](c2ccc(F)cc2)C(c2cccc(Cl)c2)=NN1c1ccccc1,126,1.4*
CCN1Cc2c(cc(OC)c(OC)c2OC)-c2ccccc2S1(=O)=O,109,-0.3
Cc1ccc(NC(=O)Cn2cnc3c(NCc4ccccc4)ncnc32)cc1C,123,-0.4
Cc1cccc(NC(=O)NC2CCCCCCC2)c1C,114,-0.1
CCN(CC)C(=O)[C@H]1C[C@H](CC(=O)NC(C)(C)C)C(=O)N2CCc3c([nH]c4cc(-c5ccco5)ccc34)[C@]12C,93,0.2
CCN(Cc1ccccc1)S(=O)(=O)c1ccccc1Br,95,-0.5

# Three compounds already listed, sorted by the value under Efflux pump inh, smallest number first.
Structure | Efflux pump inh
COc1cc(OC)c2c(c1)OC(=O)CC2c1ccc2c(c1)OCO2 (stereo not drawn) | 0.0
CCN(CC)C(=O)[C@H]1C[C@H](CC(=O)NC(C)(C)C)C(=O)N2CCc3c([nH]c4cc(-c5ccco5)ccc34)[C@]12C | 0.2
COCCCNC(=O)C[C@H]1C[C@H](C(=O)N2CCCCC2)[C@@]2(CCc3ccccc3)c3[nH]c4cc(CCC(=O)N(C)C)ccc4c3CCN2C1=O | 0.9

# The list continues.
SMILES,CR mimetic SO,Efflux pump inh
COc1cccc(C2/C(=C(/O)c3ccc4c(c3)CC(C)O4)C(=O)C(=O)N2CC2CCCO2)c1 (stereo not drawn),120,0.1
COc1cc(OC)c2c(-c3cccc(-c4ccc(CO)cc4)c3)cc(=O)oc2c1,102,0.2
COc1ccc2[nH]c3c(c2c1)CCN1C(=O)C(CC(=O)NCCCn2ccnc2)C[C@H](C(=O)N2CCCCC2)[C@@]31CCc1ccccc1 (stereo partly drawn),98,-0.1
CC(C)N(C(=O)[C@H]1C[C@H](CC(=O)NCCCn2ccnc2)C(=O)N2CCc3c([nH]c4cc(-c5ccco5)ccc34)[C@]12C)C(C)C,93,-0.3
CC[C@]12c3[nH]c4cc(-c5ccco5)ccc4c3CCN1C(=O)[C@@H](CC(=O)NCCCOC)C[C@@H]2C(=O)N1CCN(C(=O)c2ccco2)CC1,100,0.7
COc1ccc(C2CC(=O)Oc3ccc(OC)cc32)cc1 (stereo not drawn),106,-0.2
O=C(CN1C(=O)S/C(=C\c2ccccn2)C1=O)Nc1ccc(F)cc1,130,0.0
CCN(CC)C(=O)[C@H]1C[C@H](CC(=O)NCCN2CCOCC2)C(=O)N2CCc3c([nH]c4ccc(Cl)cc34)[C@]12C,90,-0.4
CCN1C(=O)[C@H]2[C@H]3CN=C(SCc4ccc(C)cc4)N3[C@@](CC)(C(=O)OC)[C@H]2C1=O,121,0.3
C[C@H]1C(=O)N(c2ccccc2)[C@@H]1c1ccccc1,87,-0.1
CCN(CC)C(=O)[C@H]1CC(CC(=O)NC(C)(C)C)C(=O)N2CCc3c([nH]c4ccc(OC)cc34)[C@]12C (stereo partly drawn),107,-0.2
C[C@]12c3[nH]c4ccc(Cl)cc4c3CCN1C(=O)[C@@H](CC(=O)NCCCn1ccnc1)C[C@@H]2C(=O)N1CCCCC1,80,-0.2
Cc1ccc(C)c(N2CCN(C(=O)CCc3nc(-c4cccc(Cl)c4)no3)CC2)c1,103,-0.2
COc1ccc(OC)c(NC(=O)Nc2cccnc2)c1,104,0.1
CCCCN1CCS(=O)(=O)N(Cc2ccccc2Br)CC(C(=O)OC)C1 (stereo not drawn),97,-0.2
Cc1ccc(S(=O)(=O)N2C[C@@H]3[C@H]4CC[C@H](C4)[C@@H]3[C@@H](C)[C@H]2C#N)cc1,104,-0.2
Cc1ccc2c(Cl)c(C(=O)NC3CC3)sc2c1,78,0.1
COC(=O)[C@H](CC(C)C)NC(=O)Cn1cnc2c(NCc3ccccc3)ncnc21,96,-0.1
CC[C@]12c3[nH]c4cc(CCC(=O)N(C)C)ccc4c3CCN1C(=O)[C@@H](CC(=O)NCCCn1ccnc1)C[C@@H]2C(=O)N1CCN(C(=O)c2ccco2)CC1,99,0.3
O=S1(=O)N[C@@H](CC2CCCCC2)COc2cc(Br)ccc21,104,0.4
CCCCOc1ccccc1-c1ccccc1CN1[C@@H](C(C)C)COCCS1(=O)=O,97,-0.1
CC(C)COc1cccc(-c2cc(C(=O)N/N=C/c3ccncc3)c3ccccc3n2)c1,115,-0.2
COC(=O)[C@@]1(Cc2ccccc2)[C@H]2C(=O)N(C)C(=O)[C@H]2[C@H]2CN=C(SCc3ccc(Cl)cc3)N21,96,-0.1
CC(C)=CCC/C(C)=C/CNC(=O)C[C@H]1C[C@H](C(=O)N(C(C)C)C(C)C)[C@@]2(C)c3[nH]c4cc(CCC(=O)N(C)C)ccc4c3CCN2C1=O,94,0.2
CCN1C(=O)[C@H]2[C@H]3CN=C(SCC4CC4)N3[C@@](CC)(C(=O)OC)[C@H]2C1=O,99,0.1
CC[C@]12c3[nH]c4cc(-c5ccco5)ccc4c3CCN1C(=O)[C@@H](CC(=O)NCCCN(C)C)C[C@@H]2C(=O)N1CCN(C(=O)C2CC2)CC1,97,0.0
CCCCCc1cc(OC)cc2c1C(=O)OC(C)(C)O2,93,-0.3
CCN(CC)C(=O)[C@H]1C[C@H](CC(=O)NCc2ccco2)C(=O)N2CCc3c([nH]c4ccc(Cl)cc34)[C@]12C,101,0.2
CN1C(=O)C2(CCCCC2)C1c1ccccc1 (stereo not drawn),97,0.0
CC[C@]12c3[nH]c4ccc(OC)cc4c3CCN1C(=O)C(CC(=O)NCCN1CCOCC1)C[C@@H]2C(=O)N1CCN(C(=O)c2ccco2)CC1 (stereo partly drawn),99,-0.1
CCN1C(=O)[C@H]2[C@H]3CN=C(SCc4ccc(C#N)cc4)N3[C@@](Cc3ccccc3)(C(=O)OC)[C@H]2C1=O,96,-0.1
COc1ccc(C(CCN2CCOCC2)c2c(OC)cc(OC)c3c(-c4ccccc4)cc(=O)oc23)cc1 (stereo not drawn),92,1.6*
COc1cc(CN2c3ccccc3C(=O)CS2(=O)=O)cc(OC)c1,90,0.0
CC[C@]1(C(=O)OC)[C@H]2C(=O)N(C)C(=O)[C@H]2[C@H]2CN=C(SCc3ccc(Cl)cc3)N21,98,0.0
COC(=O)[C@@]1(Cc2ccccc2)[C@H]2C(=O)N(Cc3ccccc3)C(=O)[C@H]2[C@H]2CN=C(SCc3ccc(Cl)cc3)N21,75,-0.2
O=C1c2ccccc2[C@@H]2C[C@H]3O[C@H]3CCN12,100,-0.1
COC(=O)[C@H](CO)NS(=O)(=O)c1ccc(C)cc1,101,-0.1
COc1cccc(C(=O)c2c(-c3ccccc3)ncc3cc(OC)c(OC)cc23)c1,89,0.1
O=C(N/N=C/c1ccco1)c1ccc(NC(=O)C2CCCCC2)cc1,110,0.0
Nc1ncnc2c1ncn2[C@@H]1O[C@H](CNC(=O)[C@@H]2CCCN2S(=O)(=O)c2ccc(F)cc2)[C@@H](O)[C@H]1O,97,-0.5

# Ordered by formula weight (high to low): 15 of the compounds above
SMILES,CR mimetic SO,Efflux pump inh
CN(C)C(=O)CCc1ccc2c3c([nH]c2c1)[C@]1(C)[C@@H](C(=O)N2CCCCC2)C[C@H](CC(=O)NCc2cccc(C(F)(F)F)c2)C(=O)N1CC3,102,0.3
CC[C@]12c3[nH]c4ccc(OC)cc4c3CCN1C(=O)C(CC(=O)NCCN1CCOCC1)C[C@@H]2C(=O)N1CCN(C(=O)c2ccco2)CC1 (stereo partly drawn),99,-0.1
COc1ccc2[nH]c3c(c2c1)CCN1C(=O)C(CC(=O)NCCc2ccccn2)C[C@H](C(=O)N2CCCCC2)[C@@]31CCc1ccccc1 (stereo partly drawn),101,0.3
CCN(CC)C(=O)[C@H]1C[C@H](CC(=O)NCCN2CCOCC2)C(=O)N2CCc3c([nH]c4ccc(Cl)cc34)[C@]12C,90,-0.4
COC(=O)[C@H](C)N(Cc1ccc(Cl)c(Cl)c1)S(=O)(=O)CCN1CCN(c2ccccc2)CC1,89,-0.2
CCN1C(=O)[C@H]2[C@H]3CN=C(SCc4ccc(C#N)cc4)N3[C@@](Cc3ccccc3)(C(=O)OC)[C@H]2C1=O,96,-0.1
CCN(CC)C(=O)[C@H]1CC(CC(=O)NC(C)(C)C)C(=O)N2CCc3c([nH]c4ccc(OC)cc34)[C@]12C (stereo partly drawn),107,-0.2
CCCCN1CCS(=O)(=O)N(Cc2ccccc2Br)CC(C(=O)OC)C1 (stereo not drawn),97,-0.2
CCN1C(=O)[C@H]2[C@H]3CN=C(SCc4ccc(C)cc4)N3[C@@](CC)(C(=O)OC)[C@H]2C1=O,121,0.3
CC(C)COc1cccc(-c2cc(C(=O)N/N=C/c3ccncc3)c3ccccc3n2)c1,115,-0.2
Cn1cc(Br)c(C(=O)N/N=C/c2cc3ccccc3nc2Cl)n1,88,0.1
COc1cc(OC)c2c(-c3cccc(-c4ccc(CO)cc4)c3)cc(=O)oc2c1,102,0.2
CCN(Cc1ccccc1)S(=O)(=O)c1ccccc1Br,95,-0.5
Cc1ccc2c(Cl)c(C(=O)NC3CC3)sc2c1,78,0.1
CN1C(=O)C2(CCCCC2)C1c1ccccc1 (stereo not drawn),97,0.0

# Next section
SMILES,CR mimetic SO,Efflux pump inh
OC[C@@H]1[C@@H](c2ccc(F)cc2)C(c2ccccc2)=NN1c1ccccc1,97,-0.5
Cc1cc(C)c2c(c1)OC(=O)CC2c1ccc2c(c1)OCO2 (stereo not drawn),97,-0.1
Nc1ncnc2c1ncn2[C@@H]1O[C@H](CNC(=O)[C@@H]2CCN2)[C@@H](O)[C@H]1O,108,-0.6
C[C@]12c3[nH]c4cc(-c5ccco5)ccc4c3CCN1C(=O)[C@@H](CC(=O)NCCc1ccccn1)C[C@@H]2C(=O)N1CCOCC1,104,-0.2
Nc1ncnc2c1ncn2[C@@H]1O[C@H](CNCc2ccc(-c3cc(C(F)(F)F)ccc3Cl)o2)[C@@H](O)[C@H]1O,97,-0.3
Nc1ncnc2c1ncn2[C@@H]1O[C@H](CNCc2ccccc2OC2OC(CO)C(O)C(O)C2O)[C@@H](O)[C@H]1O (stereo partly drawn),103,-0.3
CC(C)=CCC/C(C)=C/CNC(=O)C[C@H]1C[C@H](C(=O)N(C(C)C)C(C)C)[C@@]2(C)c3[nH]c4cc(-c5ccco5)ccc4c3CCN2C1=O,104,0.4
C/C(=N\NC(=O)COc1cccc(C)c1)c1ccc2ccccc2c1O,93,0.0
COc1ccc2[nH]c3c(c2c1)CCN1C(=O)C(CC(=O)NCCN2CCOCC2)C[C@H](C(=O)N2CCOCC2)[C@@]31C (stereo partly drawn),111,-0.4
CC[C@]12c3[nH]c4ccc(Cl)cc4c3CCN1C(=O)[C@@H](CC(=O)NCCN1CCOCC1)C[C@@H]2C(=O)N1CCN(C(=O)c2ccco2)CC1,88,-0.3
